Screens (PubChem)
PKA-R2B activ: activates the human PKA-R2B holoenzyme complex; activation, % at 11.4 µM; P22694+P31323; 340,000 tested, 0.079% active; PKA-R2B holoenzyme dissociation, Cy5-IP20 fluorescence polarization; R2B truncated from residue 108, S112A mutant; 0% DMSO only, 100% 113 µM cGMP; AID 504700;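 active = activation above a cutoff set at the mean over all compounds plus 3 SD, cut at about 18% in these data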;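 note: higher means more holoenzyme dissociation and a rise in polarization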
V-ATPase pHluor: yeast V-ATPase proton transport regulation by pHLuorin | S. cerevisiae, pHLuorin cytosolic pH fluorescence | 350,000 tested, 0.37% active | response, % at 10 µM; in the data active = response mostly above about 7.3%, no sharp cut-off; inactive = mostly below about 5.4%; note: actives read high; inactives centre near 0; some compounds called inactive have numbers as strong as hits; reference of the scale not given here
Arrestin-AP2 inh: blocks beta-arrestin peptide binding to AP2 adaptin; FITC-arrestin peptide / GST-AP2 beads, flow cytometry; AP2 beta2 appendage carries R879A mutation; inhibition, % at 10 µM; 340,000 tested, 0.31% active;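 active = inhibition above a set limit, near 3 SD of compounds lacking own fluorescence, cut at about 54% in these data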;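 note: plate controls were DMSO wells for no effect and 5 µM unlabelled arrestin peptide for full effect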
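Test system: GST-tagged AP2 beta2-adaptin appendage (R879A) on 4 µm glutathione beads; also added: fluorescein-tagged arrestin peptide at 50 nM final; timing: 12 min plus 1 h, RT; signal: flow cytometry, FL1 (488/535 nm); read-out: percent drop in bead-associated FITC signal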
PKA-R1A activ: PKA-R1A complex activation; activation, % at 11.4 µM; P00514+P68181; 340,000 tested, 0.083% active; PKA-R1A dissociation, Cy5-IP20 fluorescence polarization; scaled: DMSO 0%, 113 µM cGMP 100%;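 active = percent activation above the mean of all tested compounds plus 3 SD, cut at about 19% in these data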;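 note: higher means more PKAc released from R1A so a rise in polarization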
DSG3 Ab inh: blocks pemphigus antibody binding to human desmoglein-3; binding (percent of control), % at 10 µM; P32926; 310,000 tested, 0.48% active; DSG3-coupled beads, scFv-anti-DSG3-GFP binding, flow cytometry; hits give low values;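 active = binding more than 3 SD below its plate's average and above zero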;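 note: hits lower antibody fragment binding to DSG3; some compounds called inactive have numbers as strong as hits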
MOR-DOR inv ag: inverse agonists of human mu-delta opioid receptor heterodimerization. P35372+P41143. cell-based MOR-DOR heterodimer luminescence, inverse agonism. inhibition, % at 9.3 µM. 340,000 tested, 0.21% active. AID 504357; in the data active = inhibition above about 22%, passing the limit was not always enough;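 note: 0% = cells with DMSO and 100% = wells without cells with DMSO; values of inactives mirror those of a sister screen read the other way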
HTR5A ag: counter-screen for OPRM1-OPRD1 agonists: human HTR5A agonism | P47898 | HTR5A agonist assay, luminescence, cell-based | activation, % at 9.3 µM | 340,000 tested, 0.61% active | AID 504692; in the data active = activation mostly above about 9.5%, no sharp cut-off; inactive = mostly below about 7.6%;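 note: 0% = cells with vehicle only and 100% = reference agonist; strong numbers were not always called active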
Target sequence (P47898 whole entry, looked up): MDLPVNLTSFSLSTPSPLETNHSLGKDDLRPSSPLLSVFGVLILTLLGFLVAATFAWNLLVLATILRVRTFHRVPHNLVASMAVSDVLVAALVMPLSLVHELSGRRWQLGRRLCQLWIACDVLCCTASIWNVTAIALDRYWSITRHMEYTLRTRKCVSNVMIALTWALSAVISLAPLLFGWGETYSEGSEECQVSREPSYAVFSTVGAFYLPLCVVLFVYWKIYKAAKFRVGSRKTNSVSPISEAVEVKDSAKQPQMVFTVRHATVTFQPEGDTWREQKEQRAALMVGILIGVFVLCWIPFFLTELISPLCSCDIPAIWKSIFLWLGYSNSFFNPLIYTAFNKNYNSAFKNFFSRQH
OPRM1-OPRD1 ag: agonists of human mu-delta opioid receptor heterodimerization; cells, OPRM1-OPRD1 heterodimerization, luminescence; P35372+P41143; AID 504326; activation, % at 9.3 µM; 340,000 tested, 0.3% active; in the data active = activation above about 18%;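 note: 0% = vehicle-treated cells and 100% = reference agonist; values of inactives mirror those of a sister screen read the other way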
DAGLB inhibitor: blocks human DAGLB lipase activity; Q8NCG7; HEK293T DAGLB membrane lysate, EnzChek fluorogenic substrate; inhibition, % at 5.17 µM; 340,000 tested, 0.059% active; in the data active = inhibition above about 34%;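 note: 0% = enzyme with vehicle and 100% = wells lacking enzyme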
Target sequence (Q8NCG7 whole entry, looked up): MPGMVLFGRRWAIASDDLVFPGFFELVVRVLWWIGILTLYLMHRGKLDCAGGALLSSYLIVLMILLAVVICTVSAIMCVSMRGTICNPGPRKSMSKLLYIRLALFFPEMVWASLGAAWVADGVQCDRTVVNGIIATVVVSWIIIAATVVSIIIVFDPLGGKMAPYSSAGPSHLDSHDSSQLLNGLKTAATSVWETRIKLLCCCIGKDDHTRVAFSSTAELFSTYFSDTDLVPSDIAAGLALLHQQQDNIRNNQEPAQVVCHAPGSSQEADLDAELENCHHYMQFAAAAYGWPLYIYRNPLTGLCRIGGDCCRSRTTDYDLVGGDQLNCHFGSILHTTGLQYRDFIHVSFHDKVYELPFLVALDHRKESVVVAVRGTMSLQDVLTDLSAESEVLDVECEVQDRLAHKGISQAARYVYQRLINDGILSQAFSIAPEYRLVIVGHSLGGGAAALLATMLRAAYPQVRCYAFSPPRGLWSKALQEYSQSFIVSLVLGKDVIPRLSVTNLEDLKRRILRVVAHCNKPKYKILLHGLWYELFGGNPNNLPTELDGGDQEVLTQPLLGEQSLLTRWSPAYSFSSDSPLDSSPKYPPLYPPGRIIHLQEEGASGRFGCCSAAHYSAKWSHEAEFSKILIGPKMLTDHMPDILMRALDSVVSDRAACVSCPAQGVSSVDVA
HTR5A inv ctr: HTR5A inverse agonism, opioid heterodimer counter-screen; P47898; HTR5A cell line, luminescence; inhibition, % at 9.3 µM; 340,000 tested, 0.083% active; in the data active = inhibition mostly above about 23%, no sharp cut-off; inactive = mostly below about 18%;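 note: 0% = cells with DMSO and 100% = no-cell wells with DMSO; some compounds called inactive have numbers as strong as hits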
* marks the source's active call; other numbers are inactive results; x = no result given; & = joins results of further samples.

structure,PKA-R2B activ,V-ATPase pHluor,Arrestin-AP2 inh,PKA-R1A activ,DSG3 Ab inh,MOR-DOR inv ag,HTR5A ag,OPRM1-OPRD1 ag,DAGLB inhibitor,HTR5A inv ctr
Cc1ccc2[nH]c3c(c2c1)CN(C(=O)CN1CC(C)OC(C)C1)CC3 (configuration not stated),4,3,-4,0,x,4,-4,-1.0,-4,12
O=C(c1c(F)cccc1F)N1CCN(S(=O)(=O)c2ccc3c(c2)OCCO3)CC1,1,-2,1,11,101,8,12,-1.3,-5,-36
O=C(Nc1cccc(C(=O)O)c1)/C(=C/c1cccc([N+](=O)[O-])c1)NC(=O)c1cccc(Br)c1,7,6,-4,-12,115,7,1,-1.4,4,11
COc1cc(C2c3sc(=O)[nH]c3SC3C(=O)N(c4ccc(Br)cc4)C(=O)C32)ccc1O (configuration not stated),-9,-2,31,-2,99,5,2,-1.0,6,4
O=S(=O)(c1ccc(F)cc1)N1CCN(c2ncnc3c2cnn3-c2ccccc2)CC1,-6,1,-2,-11,84,5,1,-0.9,3,-8
COC(=O)c1cccc2c1C(=O)c1cc([N+](=O)[O-])ccc1-2,1,0,x,5,101,x,x,x,2,x
CCC(=O)Nc1ccc(C(=O)COC(=O)c2nc3nccc(C)n3n2)cc1,-14,-1,-6,-2,x,14,2,-3.8,-2,-20
Cc1ccc(CS(=O)(=O)CCC(=O)NCc2ccc3c(c2)OCO3)cc1,-7,-1,6,-5,109,14,-1,-2.4,3,6
COc1ccc(C)cc1N(C(=O)c1snc(C(N)=O)c1N)C(C(=O)NC1CCCCC1)c1ccc(C)o1 (configuration not stated),4,1,72*,16,108,8,-2,-1.6,0,5
Cc1ccc(Nc2c(F)c(F)c(F)c(F)c2C(=O)O)c(C)c1,-5,1,12,-5,99,7,4,-1.3,8,-10
OC(COc1cccc(OCC(O)CN2CCOCC2)c1)CN1CCOCC1 (configuration not stated),1&0,4&4,23&-1,14&0,106&97,7&4,1&-1,-1.2&-0.7,2&1,-20&-5
O=[N+]([O-])c1ccc(-[n+]2nc(-c3ccccc3)nn2-c2ccccc2)cc1,-7,-3,36,-13,98,-13,1,2.8,7,-5
Cc1cc(NC(=O)c2sc(Nc3ccc(F)c(Cl)c3)nc2N)no1,-6,-2,9,-1,x,-22,0,4.7,2,-22
CC(=O)Nc1ccc(S(=O)(=O)NCCCc2ccccc2)cc1,-7,0,-6,-4,105,10,-4,-2.0,0,15
CCOc1ccccc1-n1c(C)cc(C=O)c1C,-3,-3,17,-5,106,5,4,-1.0,0,-10
COC(=O)CSc1nc2ccc(C)cc2cc1C#N,-7,0,-6,-1,96,3,2,-0.5,-5,-25
O=C(N/N=C/c1cccc([N+](=O)[O-])c1)C1CC1c1ccccc1 (configuration not stated),-14,-6,32,-8,116,-13,1,2.5,-3,-9
CCCN(CCC)C(=O)CSc1nc2ccccc2c(=O)n1CC1COc2ccccc2O1 (configuration not stated),11,-9,0,12,104,1,-4,-0.1,-2,4
CC1=C(C(=O)OC2CCCC2)C(c2coc3ccc(C)cc3c2=O)C2=C(CCCC2=O)N1 (configuration not stated),-5,-1,-10,-20,102,17,0,-3.4,0,-12
O=[N+]([O-])c1ccc(C=Nc2cccc3ccccc23)s1,-1,2,-16,-6,100,-25,-2,4.8,1,5
CCn1c2ccccc2c2cc(NC(=O)COC(=O)c3ccc(O)cc3)ccc21,-25,1,-3,-8,99,-3,9,0.6,3,-4
Cc1nc(S(=O)(=O)N2CCOCC2)c(C#N)c(C)c1Cl,-4,-1,13,-11,105,-1,0,0.2,2,10
COC(=O)CCC(=O)N1CCC(Oc2cccc(C(=O)NCc3ccccn3)c2)CC1,-7,4,x,3,109,x,x,x,0,x
COc1cc(C(=O)NNC(=O)/C=C/c2ccco2)cc(OC)c1OC,2,4,-3,-7,x,2,2,-0.6,1,-6
COC(=O)N/N=C/c1ccc(-c2cc(Cl)cc(Cl)c2)o1,4,3,-2,-13,126,-7,2,1.3,3,1
COc1cc(C=NNC(=O)C(=O)Nc2cccc(Cl)c2)cc(OC)c1O,-8,-2,x,1,108,x,x,x,0,x
O=C(CCN1CCCCC1)NCC1OCCc2ccccc21 (configuration not stated),-8,-2,32,-17,101,5,4,-0.9,2,12
O=C(COC(=O)c1ccc([N+](=O)[O-])s1)Nc1ccccc1,-2,5,4,-8,122,-9,1,1.7,-2,1
COc1ccccc1C(=O)Nc1ccc(C(=O)/C=C/c2cccs2)cc1,-1,-6,21,-13,111,14,-2,-2.6,-1,10
COc1cc(NC(=O)CNC(c2ccccc2)c2ccccc2)cc(OC)c1OC,-19,1,10,3,92,6,-6,-1.3,0,22

Single records, as listed above:
O=C(c1c(F)cccc1F)N1CCN(S(=O)(=O)c2ccc3c(c2)OCCO3)CC1 is entered as PKA-R2B activ: 1; V-ATPase pHluor: -2; Arrestin-AP2 inh: 1; PKA-R1A activ: 11; DSG3 Ab inh: 101; MOR-DOR inv ag: 8; HTR5A ag: 12; OPRM1-OPRD1 ag: -1.3; DAGLB inhibitor: -5; HTR5A inv ctr: -36
O=C(N/N=C/c1cccc([N+](=O)[O-])c1)C1CC1c1ccccc1 (configuration not stated) is entered as PKA-R2B activ: -14; V-ATPase pHluor: -6; Arrestin-AP2 inh: 32; PKA-R1A activ: -8; DSG3 Ab inh: 116; MOR-DOR inv ag: -13; HTR5A ag: 1; OPRM1-OPRD1 ag: 2.5; DAGLB inhibitor: -3; HTR5A inv ctr: -9

Next structures
structure,PKA-R2B activ,V-ATPase pHluor,Arrestin-AP2 inh,PKA-R1A activ,DSG3 Ab inh,MOR-DOR inv ag,HTR5A ag,OPRM1-OPRD1 ag,DAGLB inhibitor,HTR5A inv ctr
COc1cc(C(=O)N/N=C(\Cc2ncc[nH]2)c2ccccc2)cc(OC)c1OC,-11,1,6,-8,97,1,4,-0.1,0,17
COCCn1c(C)cc(C(=O)COC(=O)c2cccc(O)c2)c1C,-8,-2,33,-3,102,9,2,-1.9,-1,6
CCOC(=O)c1c(C)n(-c2ccc(OC)cc2)c2c(C/C(C)=N/O)c(Br)c(OC)c(O)c12,-9,-7,5,0,x,8,4,-2.0,-5,-9
COCCN1CCN(Cc2cn(C)nc2-c2ccc(Oc3ccccc3)cc2)CC1,2,4,3,-1,96,-4,7,0.8,-1,-2
O=c1[nH]nnc2sc3c(c12)CCCC3,-1,2,-4,7,103,4,0,-0.8,-1,-15
Cc1ccccc1CCN(C(=O)CN1C(=O)c2ccccc2S1(=O)=O)C(C(=O)NCC1CCCO1)c1ccncc1 (configuration not stated),-2,0,-4,-7,116,16,0,-3.0,0,13
CCOc1ccc2nc(SCC(=O)Nc3nonc3C)[nH]c2c1,-19,-1,23,-7,x,2,1,-0.6,0,4
CC(=O)Nc1ccc2c(c1)CCCC2=O,-18,3,-3,-10,113,13,5,-2.7,-2,22
CCOc1ccc(C(=O)Nc2cc(C)on2)cc1OCC,1,-2,21,-4,94,17,1,-2.6,-5,-9
CCCCc1c(O)nc(N2CCN(Cc3ccccc3)CC2)[nH]c1=O,-3,-1,4,-8,104,11,-3,-2.5,0,20
CSC(=Nc1ccc(Cl)cc1)N[n+]1ccccc1,2,0,-24,1,110,6,6,-1.2,-2,22
Cc1ccccc1Cn1c2ccccc2c2cnn(CC(=O)NCc3ccccn3)c(=O)c21,-6,-4,-3,4,99,-1,4,0.2,-1,-15
CCC(=O)N1CCN(c2nc3ccccc3s2)CC1,0,-2,25,1,94,8,-1,-1.6,2,3
COc1ccc(C(C)=O)cc1Cn1cnc2c(cnn2C)c1=O,-6,-2,19,-4,105,16,4,-3.1,-1,14
CC(=O)Nc1ccc(S(=O)(=O)NCCSCc2ccco2)cc1,-5,3,31,-8,94,8,-3,-1.4,0,7
Cc1ccc(-c2cc(C(F)F)n3ncc(C(=O)N4CCc5ccccc5C4)c3n2)cc1,-9,-6,5,-4,101,-19,-1,2.8,-10,-25
CC(OC(=O)Cn1cc(C(F)(F)F)ccc1=O)C(=O)NC(C)c1ccc(Cl)cc1Cl (configuration not stated),-1,4,-10,1,101,0,0,0.1,-1,-1
CC(C)C(=O)Nc1ccc2c(c1)C(=O)NC2=O,6,2,-1,0,98,1,-2,-0.1,0,6
CCOC(=O)CSc1ccc(C(=O)NCCN2CCOCC2)cc1[N+](=O)[O-],-1,-2,-6,-5,105,7,-1,-1.5,-2,6
CC(C)C(NC(=O)/C(=C\c1ccco1)NC(=O)c1ccco1)C(=O)O (configuration not stated),-1,1,-3,13,107,7,-1,-1.4,-1,5
Cc1nn(CCC#N)c(NC(=O)c2ccc(Cl)cc2)c1P(=O)(Nc1ccc([N+](=O)[O-])cc1)N1CCOCC1 (configuration not stated),-7,-5,-7,-7,x,15,3,-2.9,0,9
OC1(C#CCCN2CCCCC2)c2ccccc2-c2ccccc21,-1,-3,7,5,95,9,-1,-2.0,-3,4
CCOC(=O)/C(C#N)=C/c1cc2ccccc2nc1N1CCOCC1,6,2,-18,3,127,-1,3,0.2,-3,-10
COc1cc(CNCc2cc(OC)c(OC)c(OC)c2)cc(OC)c1,0,0,30,0,111,-3,-1,0.6,-1,3
O=C(CSc1cn[nH]n1)Nc1ccc(O)c(C(=O)O)c1,5,-2,7,4,102,-8,-4,1.0,-2,-6
COC(=O)[C@@H](NC(=O)c1ccccc1OC1CCN(S(C)(=O)=O)CC1)C(C)C,-2,6,9,-4,108,14,3,-2.7,-3,-11
Cc1cc(C)n2cc(CSc3ccccn3)nc2n1,12,1,-3,4,84,14,-3,-2.1,-1,8
Cc1ccc(CN2CCN(CCC(C)C)C(CCO)C2)s1 (configuration not stated),0,0,26,-10,85,13,-3,-2.1,-1,-7

Structural class: the compounds so far with a nitro group on carbon (8)
structure,PKA-R2B activ,V-ATPase pHluor,Arrestin-AP2 inh,PKA-R1A activ,DSG3 Ab inh,MOR-DOR inv ag,HTR5A ag,OPRM1-OPRD1 ag,DAGLB inhibitor,HTR5A inv ctr
O=C(Nc1cccc(C(=O)O)c1)/C(=C/c1cccc([N+](=O)[O-])c1)NC(=O)c1cccc(Br)c1,7,6,-4,-12,115,7,1,-1.4,4,11
COC(=O)c1cccc2c1C(=O)c1cc([N+](=O)[O-])ccc1-2,1,0,x,5,101,x,x,x,2,x
O=[N+]([O-])c1ccc(-[n+]2nc(-c3ccccc3)nn2-c2ccccc2)cc1,-7,-3,36,-13,98,-13,1,2.8,7,-5
O=C(N/N=C/c1cccc([N+](=O)[O-])c1)C1CC1c1ccccc1 (configuration not stated),-14,-6,32,-8,116,-13,1,2.5,-3,-9
O=[N+]([O-])c1ccc(C=Nc2cccc3ccccc23)s1,-1,2,-16,-6,100,-25,-2,4.8,1,5
O=C(COC(=O)c1ccc([N+](=O)[O-])s1)Nc1ccccc1,-2,5,4,-8,122,-9,1,1.7,-2,1
CCOC(=O)CSc1ccc(C(=O)NCCN2CCOCC2)cc1[N+](=O)[O-],-1,-2,-6,-5,105,7,-1,-1.5,-2,6
Cc1nn(CCC#N)c(NC(=O)c2ccc(Cl)cc2)c1P(=O)(Nc1ccc([N+](=O)[O-])cc1)N1CCOCC1 (configuration not stated),-7,-5,-7,-7,x,15,3,-2.9,0,9
